# Assay outcomes: PubChem BioAssay, several laboratories
# LRH-1 inv ag – NR5A2 inverse agonism in reporter assay | HEK293T StAR-luciferase reporter, LRH-1 transfected, 24 h | inhibition, % at 3.6 µM | 360,000 compounds, 0.13% hits | O00482;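 active = inhibition above the mean inhibition of all tested compounds plus 3 SD, cut at about 73% in these data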;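 also: 0% = DMSO wells and 100% = reporter-only cells lacking LRH-1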
# TLR9-MyD88 block – inhibitors of human TLR9-MyD88 binding; Q9NR96+Q99836; CHO BLA complementation TLR9-MyD88, CCF4 FRET ratio; inhibition, % at 4.98 µM; 340,000 compounds, 0.21% hits; AID 504734;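 active = inhibition above the mean over all tested compounds plus 3 SD, cut at about 21% in these data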;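 also: 0% = DMSO only wells and 100% = clavulanate BLA inhibitor control wells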
# TROY NFkB inh – inhibitors of TROY-dependent NF-kB signaling; 360,000 compounds, 0.98% hits; Q293 LMP1-TROYcd NF-kB luciferase reporter, 4 h; inhibition, % at 10 µM;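 active = compounds whose plate-normalised and pattern-corrected inhibition of the luciferase reporter signal at the single screening dose is 50% or more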
# SRC1 inh – inhibits human SRC1 coactivator; HEK293 GAL4-SRC1 luciferase reporter, luminescence; inhibition, % at 3.6 µM; 360,000 compounds, 0.12% hits;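 active = inhibition above the campaign mean plus 3 SD, with each screening campaign given its own cutoff, cut at about 60% in these data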;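 also: 0% = DMSO treated cells and 100% = gossypol at 36 µM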
# TWEAK Fn14 block – blocks TWEAK-Fn14 interaction in a reporter cell assay; TWEAK-stimulated Fn14 reporter cells, luciferase luminescence, 8 h; inhibition, % at 10 µM; 360,000 compounds, 2% hits; AID 1159606; in the data active = inhibition above about 50%
# NCOA2 inhibitor – human SRC2 (NCOA2) inhibition; AID 651957; 370,000 compounds, 0.17% hits; inhibition, % at 9 µM; HEK293 GAL4-SRC2 luciferase reporter, luminescence; Q15596;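 active = inhibition above the mean inhibition of all tested compounds plus 3 SD, set per campaign, cut at about 52% in these data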;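 also: 0% = DMSO treated cells and 100% = cells given Gossypol at 36 µM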
# Target sequence (Q15596 whole entry, looked up, the tested form may be a part): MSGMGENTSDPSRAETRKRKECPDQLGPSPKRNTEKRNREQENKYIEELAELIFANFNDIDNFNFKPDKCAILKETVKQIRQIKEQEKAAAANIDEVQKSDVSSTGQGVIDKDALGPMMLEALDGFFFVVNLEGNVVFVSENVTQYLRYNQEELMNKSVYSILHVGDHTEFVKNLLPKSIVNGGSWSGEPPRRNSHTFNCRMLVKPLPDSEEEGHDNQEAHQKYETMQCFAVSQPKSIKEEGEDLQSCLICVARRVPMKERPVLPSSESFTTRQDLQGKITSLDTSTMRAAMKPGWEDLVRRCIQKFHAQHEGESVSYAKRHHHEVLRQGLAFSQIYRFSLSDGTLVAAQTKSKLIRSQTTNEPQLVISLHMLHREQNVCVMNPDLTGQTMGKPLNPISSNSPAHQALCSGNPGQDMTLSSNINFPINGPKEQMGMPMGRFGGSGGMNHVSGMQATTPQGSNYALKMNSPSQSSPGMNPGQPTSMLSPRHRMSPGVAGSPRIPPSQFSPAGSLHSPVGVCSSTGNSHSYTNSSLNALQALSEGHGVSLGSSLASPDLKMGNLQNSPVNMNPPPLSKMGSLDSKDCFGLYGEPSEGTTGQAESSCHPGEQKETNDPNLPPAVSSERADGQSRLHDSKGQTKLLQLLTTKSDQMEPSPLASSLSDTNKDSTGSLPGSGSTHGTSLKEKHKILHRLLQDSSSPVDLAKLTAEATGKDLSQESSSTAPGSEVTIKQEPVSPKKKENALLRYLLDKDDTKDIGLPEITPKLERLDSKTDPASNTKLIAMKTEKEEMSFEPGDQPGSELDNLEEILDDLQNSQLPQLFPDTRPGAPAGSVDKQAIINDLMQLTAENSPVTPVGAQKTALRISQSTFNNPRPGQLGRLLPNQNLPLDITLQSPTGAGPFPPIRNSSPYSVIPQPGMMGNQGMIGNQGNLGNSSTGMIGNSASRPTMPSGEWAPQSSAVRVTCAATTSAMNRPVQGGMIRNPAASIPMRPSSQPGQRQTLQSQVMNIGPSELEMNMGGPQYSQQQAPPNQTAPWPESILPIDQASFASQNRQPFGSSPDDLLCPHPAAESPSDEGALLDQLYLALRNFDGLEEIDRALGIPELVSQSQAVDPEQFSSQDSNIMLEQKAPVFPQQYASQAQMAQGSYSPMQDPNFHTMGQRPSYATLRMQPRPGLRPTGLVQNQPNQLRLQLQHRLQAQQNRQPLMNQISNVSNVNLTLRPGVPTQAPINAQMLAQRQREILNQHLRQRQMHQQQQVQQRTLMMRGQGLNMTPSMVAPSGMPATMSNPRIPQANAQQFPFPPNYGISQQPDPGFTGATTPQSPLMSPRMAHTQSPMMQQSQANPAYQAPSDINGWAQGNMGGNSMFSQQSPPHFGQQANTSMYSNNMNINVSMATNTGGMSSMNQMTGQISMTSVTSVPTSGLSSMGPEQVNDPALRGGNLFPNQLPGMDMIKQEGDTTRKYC
# COUP-TFII inh – NR2F2 (human) inhibition, primary screen; P24468; inhibition, % at 8.6 µM; HEK293T NGFI-A luciferase reporter, luminescence; 370,000 compounds, 0.7% hits; AID 686940;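 active = inhibition above a per-plate cutoff, mean inhibition of test wells between control levels plus 3 SD, cut at about 38% in these data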;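 also: cells cotransfected with COUP-TFII expression vector driving the NGFI-A reporter; 0% = median of COUP-TF2 test wells and 100% = reporter-only cells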
# ABHD5 PLIN5 PPI – inhibitors of human ABHD5-perilipin-5 interaction; Q00G26+Q8WTS1; Split G. princeps luciferase complementation, luminescence, 4 h; inhibition, % at 4 µM; 360,000 compounds, 0.78% hits;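 active = inhibition above the mean inhibition across every tested compound plus 3 SD, cut at about 22% in these data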;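 also: 0% = DMSO only wells and the 100% control is not disclosed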
# SRC3 inh – inhibitors of human steroid receptor coactivator 3 (SRC3); Q9Y6Q9; HEK293 GAL4-SRC3 luciferase reporter, luminescence; inhibition, % at 3.6 µM; 360,000 compounds, 0.17% hits; AID 588352;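 active = inhibition above a per-campaign cutoff, the mean of all compounds plus 3 SD, cut at about 60% in these data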;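 also: 0% = DMSO-treated cells and 100% = gossypol-treated cells at 36 µM; higher means less SRC3-driven luciferase light from the GAL4 reporter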
# Granule exo inh – blocks lytic granule exocytosis. TALL-104 LAMP-1 surface exposure, flow cytometry; cells stimulated with thapsigargin and PMA. inhibition, % at 10 µM. 360,000 compounds, 0.66% hits;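 active = inhibition above about 55%, limit read from the data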
# NOD2-RIPK2 inh – inhibitors of human NOD2-RIPK2 interaction; CHO BLA complementation NOD2-RIPK2, CCF4 ratio; O43353; 360,000 compounds, 0.38% hits; inhibition, % at 4.98 µM; in the data active = inhibition above about 21%;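 also: 0% = vehicle only and 100% = reference blocker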
# * marks the source's active call; other numbers are inactive results; . = no result given.
smiles	LRH-1 inv ag	TLR9-MyD88 block	TROY NFkB inh	SRC1 inh	TWEAK Fn14 block	NCOA2 inhibitor	COUP-TFII inh	ABHD5 PLIN5 PPI	SRC3 inh	Granule exo inh	NOD2-RIPK2 inh
Cc1cc(=O)[nH]c(CN2CCOCC2)n1	6	3	6	-8	10	-24	-3	-2	18	-2	3
Cc1ccc(-c2cc(C(=O)N/N=C/C=C/c3ccco3)c3ccccc3n2)cc1C	-46	8	-25	-19	9	-6	10	14	-17	-5	-8
CCNC(=O)N(CCOC)CC1CCCN(C2Cc3ccccc3C2)C1 (stereo unspecified)	8	2	8	-20	-3	16	9	-5	-9	4	0
COc1ccc(CC(=O)N(C)CC(=O)Nc2ccccc2C(F)(F)F)cc1S(=O)(=O)N1CCOCC1	17	-7	0	-9	-6	.	.	-1	12	0	-4
CCOC(=O)c1cnc(-c2ccccc2)nc1Oc1ccccc1	27	-2	5	0	11	1	7	-5	19	-4	-12
CC(C)CNC(=O)C1Nc2ccc(C(F)(F)F)cc2C2C=CCC12 (stereo unspecified)	-4	-7	-49	-10	-12	-39	-8	0	-19	-3	0
O=C(NCc1nnnn1-c1ccc(Cl)cc1)c1ccc(Br)o1	8	7	-1	-3	-6	13	-5	1	21	0	-2
COc1ccc(CCN2Cc3c(cccc3[N+](=O)[O-])C2=O)cc1OC	9	-1	2	-27	-13	-3	-7	-3	3	4	-2
CN(C)/C=C1\C=C2C(=O)c3ccccc3N2C1=O	8	23*	1	-15	-5	-5	-7	1	7	-6	1
CC(=O)N1CCCc2cc(S(=O)(=O)N3CCCC(C(=O)Nc4cccc(F)c4)C3)ccc21 (stereo unspecified)	17	-3	23	2	13	-8	5	1	20	-2	-18
C[C@H](C(=O)CC(=O)OC(C)(C)C)[C@H](O)c1ccc(C(F)(F)F)cc1	14	-4	8	-4	4	.	.	-2	4	2	0
CCn1c(SCC(=O)N2c3ccccc3CCc3ccccc32)nnc1-c1ccc(OC)cc1	19	-6	-1	5	12	.	.	0	19	1	-6
COc1ccc2c(c1)C1NC(=S)NC(C)(O2)C1C(=O)Nc1ccccc1C (stereo unspecified)	9	11	10	-8	-27	7	-15	-9	7	0	-5
Cc1ccc2c(c1)CCCN2CC(=O)N(C)c1c(N)n(Cc2ccccc2)c(=O)[nH]c1=O	8	-6	2	-5	1	-8	-3	10	-9	3	-1
CC(NC(=O)c1ccco1)C(=O)OC(C)C(=O)NCc1ccccc1 (stereo unspecified)	12	8	-22	-6	-6	-21	33	-2	8	3	-1
C=CCSc1nc(NC)c2sccc2n1	-17	1	-15	-7	-10	-27	-12	1	-9	1	-8
CCOC(=O)C1C(=O)CC(C)(O)C(C(=O)OCC)C1c1ccc(C)s1 (stereo unspecified)	-7	4	0	-19	9	3	16	-1	13	6	-2
CN(C)S(=O)(=O)c1ccc(NC(=O)C2CC3C=CC2C3)cc1 (stereo unspecified)	7	-3	-29	-9	-5	4	10	-4	-7	-2	-2
CN(CC(=O)Nc1cccc(F)c1)C(=O)c1cn(-c2ccccc2)nc1-c1ccc(Cl)cc1	-6	3	23	3	22	-20	12	4	-3	4	-5
O=C(COc1ccc(Br)cc1Br)NC1CCS(=O)(=O)C1 (stereo unspecified)	2	-10	1	14	-8	11	1	8	-34	-2	-3
Cc1ccccc1-c1nsc(SCC(=O)NCc2ccc3c(c2)OCO3)n1	15	-2	2	-8	2	-11	7	-7	9	1	-1
CCCn1c(=O)[nH]c(=O)c2c1nc(-c1ccc(C#N)cc1)n2CCOC	-6	1	14	-61	-3	-7	2	1	11	-3	6
O=C(Nc1cc(S(=O)(=O)N2CCOCC2)ccc1Cl)c1cc([N+](=O)[O-])ccc1Cl	-1	10	5	-3	77*	.	.	15	-6	0	11
Cc1c(C(=O)NCC(c2ccco2)N(C)C)oc2c(Cl)cccc12 (stereo unspecified)	15	-7	13	-17	-12	-17	8	-1	4	4	3
Cc1nc2c(C#N)c[nH]n2c(=O)c1Cc1ccccc1	-11	13	-5	-8	1	5	8	2	15	-2	-10
CC1S/C(=N/N=C2CCC(C(C)(C)C)CC2)NC1=O (stereo unspecified)	-70	-2	-48	-44	-24	-27	-12	-7	-36	-1	2
CCOc1cccc(C(=O)Nc2ccc(N3CCCC3)cc2)c1	-8	-8	-36	-9	-29	-15	-11	3	-14	-11	-3
CN1CCN(c2ccc(Cl)cc2NC(=O)c2ccc(S(=O)(=O)N3CCCCCC3)cc2)CC1	13	9	-2	-7	20	-40	-14	10	-26	3	-11
Cc1cc(C(=O)OC(C(=O)Nc2cccc(C(F)(F)F)c2)c2ccccc2)c(C)o1 (stereo unspecified)	2	14	0	-17	-2	14	1	-14	13	1	7
CC(C)C(=O)Nc1cccc(NC(=O)CCN2C(=O)c3ccccc3S2(=O)=O)c1	12	1	-4	-9	-7	-25	7	10	2	19	-33
COc1ccccc1N1CCN(S(=O)(=O)CCNC(=O)c2ccccc2Br)CC1	-11	-5	6	-2	-8	7	3	2	6	-2	-4
COc1ccc(C(=O)N2CCCc3ccccc32)cc1Br	2	-5	19	-8	-9	-20	-3	0	-12	22	-6
CCCN(C(=O)CSc1nc(C2CC2)n(-c2ccccc2)n1)C1CCS(=O)(=O)C1 (stereo unspecified)	11	-8	-7	1	6	-33	4	4	-9	0	3
Cc1ccc(N(CC(=O)NC2CC3CCC2C3)S(C)(=O)=O)cc1C (stereo unspecified)	-2	-6	11	10	-13	6	14	8	11	3	-2
O=C(OCc1ccccc1)N1CCCCC1c1c(Cl)cccc1Br (stereo unspecified)	-1	.	8	17	-2	17	-2	-6	6	-1	0
Cc1cccc(NC(=O)/C=C/c2ccc(Cl)cc2)n1	-156	7	-15	-94	24	-44	-28	-1	-60	-4	-13
CC(C)(C)c1ccc(-c2nnc(SCC(=O)NC3CC3)o2)cc1	-108	-6	-52	-61	-33	-20	-55	-4	-53	2	-7
COC(=O)c1cccc(NC(=O)C23CC4CC(C2)CC(n2cncn2)(C4)C3)c1	-7	9	-3	-29	-7	-6	2	0	1	-2	4
Cc1nn(C2CC(O)C(O)C(CO)O2)c(=O)[nH]c1=O (stereo unspecified)	16	-1	-1	-8	1	11	-5	5	-3	-12	-3
CCOC(=O)c1[nH]c2ccc(OC)cc2c1NC(=S)N1CCN(c2cccc(Cl)c2)CC1	10	-3	-24	-2	-36	6	-10	-3	9	2	6
CC(=O)c1ccc(NC(=O)CN2CCCC2)cc1	-63	-1	-13	-36	6	-75	-9	-1	-66	0	-2
CC(Sc1ccc2ccccc2c1)C(=O)NC(N)=O (stereo unspecified)	-4	0	-9	-2	0	-6	6	2	13	-2	-8
Cn1ncc([N+](=O)[O-])c1C(=O)N/N=C/c1ccc(F)cc1	-10	3	-11	-4	11	-24	9	-2	16	3	-4
COc1cc(/C=N/N2CCN(Cc3ccccc3)CC2)cc(OC)c1OC(C)=O	14	9	-8	0	2	-14	6	-5	-17	-1	17
CC(C)C(=O)c1cn(CC(=O)NCc2ccco2)c2ccccc12	-28	4	-38	-26	-6	-56	-2	3	-23	0	2
N#CCCn1cc(C(=O)CN2C(=O)NC3(CCCCCC3)C2=O)c2ccccc21	-6	4	9	-1	-8	0	-2	7	15	15	-6
Cc1cccc2sc(N(CCCN3CCOCC3)C(=O)CS(=O)(=O)c3ccc(F)cc3)nc12	5	-3	-12	-5	-11	-13	8	-6	-13	4	9
Cc1c(NS(=O)(=O)c2ccc3[nH]c(=O)[nH]c3c2)c(=O)n(-c2ccccc2)n1C	-2	1	-3	-7	9	-34	-14	-8	-3	0	-4
O=C(COc1ccc2c(-c3ccccc3)cc(=O)oc2c1)NCc1ccccn1	-8	-9	-15	15	-36	-2	4	4	5	1	-14
O=C(NCC1CCCO1)/C(=C/c1ccccc1F)NC(=O)c1ccccc1 (stereo unspecified)	-6	6	0	-8	8	3	6	-2	0	-5	4
CCCCNC(=O)N1CCN(C(=O)c2ccco2)CC1	3	-14	3	2	-2	0	12	5	0	-1	-7
O=C(Nc1ncnc2c1ncn2C1OC(COC(=O)c2ccccc2)C(F)C1O)c1ccccc1 (stereo unspecified)	0	-7	-14	-4	-45	-26	-28	0	-9	-2	-6
COC(=O)C(C)(C(=O)OC)c1ccc([N+](=O)[O-])cn1	-18	-3	-9	-2	10	-32	11	3	2	-2	-3
O=C(NCc1ccc(Cl)cc1)c1ccc(Cl)cc1[N+](=O)[O-]	7	0	-16	-4	7	-9	-8	-2	0	1	8
N#CC1(NC(=O)CSc2nnc(-c3ccccc3F)n2N)CCCCC1	17	-6	-9	2	-2	-15	-12	-4	-9	5	-3
CSc1ccccc1NC(=O)Cn1ccsc1=N	-9	-4	13	-23	1	-7	3	-2	0	2	-1
S=C(NCc1ccccc1)N1CCCCC1	4	6	-8	-5	-1	-5	-2	10	20	4	-7
CCCCNS(=O)(=O)c1ccc2nc(-c3cccnc3)cc(C(=O)NC3CC3)c2c1	2	-7	2	-50	7	-24	0	4	0	-3	0
Cc1ccc(-n2cccc2/C=N/n2cnnc2)cc1Cl	12	-2	3	10	3	2	6	1	1	3	-10
C=CCOc1ccc(Br)cc1CNCCCN1CCOCC1	17	1	-2	12	13	-7	0	3	15	7	7

# (further entries)
smiles	LRH-1 inv ag	TLR9-MyD88 block	TROY NFkB inh	SRC1 inh	TWEAK Fn14 block	NCOA2 inhibitor	COUP-TFII inh	ABHD5 PLIN5 PPI	SRC3 inh	Granule exo inh	NOD2-RIPK2 inh
CC(OC(=O)/C=C/c1ccccc1)C(=O)Nc1ccc(C(N)=O)cc1 (stereo unspecified)	-7	-10	-12	-12	5	-2	19	0	24	-3	-2
O=C(Nc1nnc(SCc2ccccc2Cl)s1)C1COc2ccccc2O1 (stereo unspecified)	12	-5	20	3	4	-3	13	-6	0	-4	-2
N#C/C(=C\c1ccc(Cl)cc1)C(=O)Nc1cccnc1	-2	7	0	-10	-10	1	-7	2	8	28	-7
CCN(Cc1nc2ccccc2c(=O)[nH]1)C(=O)C1CC(=O)N(c2cccc3ccccc23)C1 (stereo unspecified)	-5	-3	-7	7	13	-1	20	-4	0	-2	2
COc1ccc(NC(=O)N(C)C[C@H]2Oc3c(NC(=O)Nc4ccc(C(F)(F)F)cc4)cccc3C(=O)N([C@H](C)CO)C[C@@H]2C)cc1	14	-12	-4	15	-1	-7	13	2	35	-3	20
Oc1ccccc1CNc1cccc2cccnc12	34	-4	-7	-19	7	-52	6	-4	-16	-1	3
N#Cc1ccc(C(=O)OCC(=O)Nc2cccnc2Cl)cc1	9	3	14	-15	-2	-35	-8	-1	-7	4	-8
COc1cccc(C2(O)C(=O)Nc3ccccc32)c1 (stereo unspecified)	11	-4	7	-3	25	-18	-1	2	-17	-1	-7

# The list is partial (hit frequency here may not be typical).
